NCOA2 inhibitor: inhibits human steroid receptor coactivator 2; AID 651957; 370,000 tested, 0.17% active; HEK293 GAL4-SRC2 luciferase reporter, luminescence; inhibition, % at 9 µM; Q15596;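 active = inhibition above the mean inhibition of all tested compounds plus 3 SD, set per campaign, cut at about 52% in these data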;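 note: 0% = DMSO treated cells and 100% = cells given Gossypol at 36 µM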
NR2F2 inh: NR2F2 (human) inhibition, primary screen. HEK293T NGFI-A luciferase reporter, luminescence. inhibition, % at 8.6 µM. 370,000 tested, 0.7% active. AID 686940;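 active = inhibition above a per-plate cutoff, mean inhibition of test wells between control levels plus 3 SD, cut at about 38% in these data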;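 note: cells cotransfected with COUP-TFII expression vector driving the NGFI-A reporter; 0% = median of COUP-TF2 test wells and 100% = reporter-only cells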
Target sequence (P24468 whole entry, looked up): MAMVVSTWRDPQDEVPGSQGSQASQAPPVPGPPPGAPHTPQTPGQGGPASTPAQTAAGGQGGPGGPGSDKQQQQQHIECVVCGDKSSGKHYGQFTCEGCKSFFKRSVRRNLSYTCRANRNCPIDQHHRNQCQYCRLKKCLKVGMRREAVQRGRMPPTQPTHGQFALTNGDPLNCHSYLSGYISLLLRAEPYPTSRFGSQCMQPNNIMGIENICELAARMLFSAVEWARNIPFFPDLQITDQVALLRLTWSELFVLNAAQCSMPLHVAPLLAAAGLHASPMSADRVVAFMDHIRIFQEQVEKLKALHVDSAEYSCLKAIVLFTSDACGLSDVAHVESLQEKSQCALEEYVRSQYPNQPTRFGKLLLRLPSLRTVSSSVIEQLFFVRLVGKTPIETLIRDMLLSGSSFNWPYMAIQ
* marks the source's active call; other numbers are inactive results. A portion of the library; rates above refer to the full screens.

NCOA2 inhibitor,NR2F2 inh,smiles
19,9,COc1ccc(C(=O)c2[nH]c(N)c(C(=O)c3c[nH]c4ccccc34)c2-c2ccc(F)c(OC)c2)cc1
-43,-7,S=C(SCc1cc(Cl)cc2c1OCOC2)N1CCSCC1
12,-3,CCCCc1c(-c2ccccc2OC)ncn1Cc1cc(F)ccc1F
7,6,C[C@H](O)[C@@H]1CN2CCc3ccc(-c4ccc5c(c4)OCO5)cc3[C@@H]2C[C@@H]1N(C)C(=O)c1cccc(Cl)c1
22,14,COc1ccc(S[C@]2(C(=O)N3CCN(C(C)=O)CC3)CC(=O)N(C(=O)/C=C/c3ccccc3)[C@@H]2c2ccc(OC)cc2)cc1
15,14,O=C(C(=O)N1CCC(CNS(=O)(=O)Cc2ccccc2)CC1)c1cc2ccccc2o1
-21,-5,CCCCCCCCN1C(=O)[C@@H](CC(=O)NCCCOC)C[C@@]2(C(=O)OC)C1=C[C@H](C(C)(C)C)O[C@@H]2C
7,3,COc1ccc(C(=O)/C=C(\Nc2ccc(Br)c(C)c2)c2ccc(OC)cc2OC)c(OC)c1
1,11,CCCCOCCCNC(=O)C[C@H]1C(=O)N(CCCOC)C2=CCCCC[C@]21C(=O)OC
-10,-10,COc1ccc(CNC(=O)OC2CC3CC2[C@H]2CCCCN2C3)cc1 (stereo partly specified)
-37,-1,C=CCN1[C@@H](C)COc2cc(N3CCSCC3)ccc2S1(=O)=O
11,-14,COC(=O)C1CN(Cc2ccc(C)cc2)CCS(=O)(=O)N1Cc1cn(Cc2ccccc2)nn1 (stereo unspecified)
21,-2,COC(=O)[C@H](CC(C)C)N1Cc2nnn(CC3CCCCC3)c2-c2cc(F)ccc2S1(=O)=O
-6,2,O=C(CCCl)NC1CCCCN(Cc2ccc(OC(F)(F)F)cc2)C1=O (stereo unspecified)
4,-3,COC(=O)[C@H](CC(C)C)N(Cc1cn(Cc2ccc(C)cc2)nn1)S(=O)(=O)c1ccccc1Br

Next part; the last two above are carried over.
NCOA2 inhibitor,NR2F2 inh,smiles
-6,2,O=C(CCCl)NC1CCCCN(Cc2ccc(OC(F)(F)F)cc2)C1=O (stereo unspecified)
4,-3,COC(=O)[C@H](CC(C)C)N(Cc1cn(Cc2ccc(C)cc2)nn1)S(=O)(=O)c1ccccc1Br
-1,-5,COC(=O)[C@]1(C)CN(C(=O)OC(C)(C)C)C2=C1C(=O)C[C@@](C)(C(=O)OC(C)(C)C)C2
15,-2,CCN(CC)C(=O)CC[C@H]1CC[C@]2(CCCN(Cc3nccs3)C2)O1
-37,18,O=S1(=O)c2ccc(N3CCCC3)cc2Oc2ccccc2CN1Cc1cn(Cc2ccc(F)cc2)nn1
10,4,C[C@@H]1CCCCO[C@@H](CN(C)C(=O)NC2CCCCC2)[C@@H](C)CN([C@H](C)CO)C(=O)c2cc(N(C)C)ccc2O1
-10,-1,CNS(=O)(=O)/C=C/c1ccccc1CCNC(=O)OC(C)(C)C
-10,-6,CC(C)C(=O)N1CC[C@H]2[C@H](CCCN2Cc2cc(F)cc(F)c2)C1
6,0,CCC(NC(=O)c1ccc2c(ccn2Cc2cccc(-c3ccc(C(=O)O)cc3)c2)c1)c1ccccc1 (stereo unspecified)
8,12,O=C(c1ccccc1)N1CCC2CCN(CCc3ccccc3)CC21 (stereo unspecified)
5,16,COc1ccc2c(c1)CN1CN(CCc3ccccc3)S(=O)(=O)CC21 (stereo unspecified)
16,7,CCN(Cc1cc2ccc(C)cc2[nH]c1=O)C(=O)c1ccncc1
18,2,CC(C)N(Cc1cn(Cc2ccccc2)nn1)S(=O)(=O)c1ccc(F)cc1Br
7,-17,CCCC(=O)OC12CCCN(C1)/C(=C/c1cccc(OC)c1)C2 (stereo unspecified)
-5,3,O=C(Nc1ccc(Nc2cccnc2)cc1)c1c[nH]c2ccccc12
-12,-12,CCCCCCCCN1C(=O)[C@@H](CC(=O)N2CCN(C(=O)OCC)CC2)C[C@@]2(C(=O)OC)C1=C[C@H](C(C)(C)C)O[C@@H]2C
23,-4,COC(=O)[C@]12C[C@H](CC(=O)NCCc3ccccc3OC)C(=O)N(CCC3=CCCCC3)C1=C[C@H](COCc1ccccc1)O[C@@H]2C
14,13,CCCCCn1cc(CCC(=O)Nc2ccc(Oc3cccnc3)cc2)c2ccccc21
-4,-10,COc1cccc(CN(C)[C@H]2C[C@H]3c4[nH]c5ccccc5c4CCN3C[C@H]2[C@H](C)O)c1OC
-36,8,COc1cc(C2C(C(=O)c3ccco3)=C(O)C(=O)N2c2cc(C)on2)ccc1OCc1ccccc1 (stereo unspecified)
-5,5,CCOc1ccc(N(CC(=O)Nc2c(C)n(C)n(-c3ccccc3)c2=O)S(=O)(=O)c2ccc(C)c(C)c2)cc1
5,7,CCCN1CCCCC(NC(=O)c2ccc(F)c(F)c2)C1=O (stereo unspecified)
12,3,COc1cc(NC(=O)C2CCCN(S(=O)(=O)c3ccc(Cl)s3)C2)cc(OC)c1 (stereo unspecified)
-5,-4,C=CCN1[C@H](Cc2ccccc2)COc2cccc(N3CCCC3)c2S1(=O)=O
-18,-17,O[C@@H]1COC(Nc2ccc(N=Nc3ccccc3)cc2)C[C@@H]1O (stereo partly specified)
-11,-1,O=C(Nc1ccc(F)cc1)OCc1cn(Cc2cccc(Cl)c2)nn1
4,1,O=C(NCc1c(F)cccc1F)C1CCC(CNS(=O)(=O)c2cccc3cccnc23)CC1 (stereo unspecified)
0,-17,Fc1ccccc1-c1n[nH]c(=S)n1N=Cc1ccc(-c2ccccc2)cc1
-28,15,Cc1ccc(-n2c(SCC(=O)c3ccc(F)cc3)nnc2-c2cnccn2)cc1
-12,-1,COC(=O)[C@]12C[C@H](CC(=O)NCc3cccc(C(F)(F)F)c3)C(=O)N(Cc3ccco3)C1=C[C@H](C(C)C)O[C@@H]2C1CC1
-19,-4,CN(Cc1ccccc1)C(=O)OCc1cn(Cc2c(F)cccc2F)nn1
-5,-22,O=C(Cc1ccc(Cl)c(Cl)c1)Nc1ccc(S(=O)(=O)Nc2ccon2)cc1
17,0,C[C@@H]1ON(C)[C@H]2C[C@H]3c4[nH]c5c(-c6ccccc6)cccc5c4CCN3C[C@@H]12
10,-7,COC(=O)[C@]12C[C@H](CC(=O)NCCCCc3ccccc3)C(=O)N(Cc3ccco3)C1=C[C@H](COCc1ccccc1)O[C@@H]2C
3,-3,C[C@H]1C2CC(OC(=O)Nc3cccc(C(F)(F)F)c3)C(C2)[C@H]2CCCCN21 (stereo partly specified)
0,-12,O=C(CCn1nnc2ccccc21)N1CCN(c2cccc(C(F)(F)F)c2)CC1
-15,-16,N#Cc1cccc(NC(=O)OC2CC3CC2[C@H]2CCCCN2C3)c1 (stereo partly specified)
3,12,Cc1nc2cc[nH]n2c(=O)c1CCc1ccccc1
13,-1,COc1cc(NS(=O)(=O)c2ccc(NC(=O)COc3ccccc3Cl)cc2)nc(OC)n1
-30,-6,Cc1cc(=O)oc2cc(OCc3c(F)cccc3Cl)ccc12
3,6,O=C1CC(c2ccc(Cl)cc2)CC(O)=C1C=NCCN1CCNCC1 (stereo unspecified)
6,5,COc1ccc(CNCC#Cc2ccc(C(F)(F)F)cc2)c(OC)c1
-7,10,Cc1ccc(-n2c(COc3ccccc3)nnc2SCC(=O)Nc2ccccc2-c2ccccc2)cc1
-12,1,CC(=O)CC[C@H]1CC[C@]2(CCCN(C(=O)c3ccno3)C2)O1
-53,-54,COc1ccc(/C(C)=N\NC(=O)c2ccco2)cc1
8,-17,C=CCN1C(=O)[C@@H](CC(=O)N2CCCCC2)[C@]2(C(=O)OCC)CCCCC/C=C/12
4,-8,CCCCCN1CCCCC(NC(=O)c2ccc(F)c(F)c2)C1=O (stereo unspecified)
-15,-2,O=C(NCc1ccccc1)[C@H]1CCCN1C(=O)[C@H]1CCCN1C(=O)c1ccc(Cl)cc1
14,-4,O=c1[nH]c(=O)n(Cc2ccccc2)c2nc(-c3cccs3)n(CCO)c12
6,-16,CCCCCN1CCCCC(NC(=O)c2c(F)cccc2F)C1=O (stereo unspecified)
-11,7,O=C(c1ccco1)[C@@H]1[C@@H]2C(=O)N(c3ccc(F)cc3)C(=O)[C@@H]2C2c3ccccc3C=CN21 (stereo partly specified)
9,-2,COc1ccc(-n2c(SCC(=O)Nc3cc(C)c(NC(=O)c4ccccc4)cc3OC)nnc2-c2ccco2)cc1
-7,-11,CC(C)n1nnnc1C1c2ccccc2OCC(=O)N1Cc1cccc(C(F)(F)F)c1 (stereo unspecified)
-9,6,Cc1ccc(-n2c(SCC(=O)Nc3ccc(S(=O)(=O)Nc4cc(C)nc(C)n4)cc3)nnc2-c2cccs2)cc1
-11,9,CCN(C[C@H]1[C@@H](c2ccc(C3=CCCC3)cc2)[C@H](CO)N1C(=O)c1cccnc1)S(=O)(=O)c1ccccc1[N+](=O)[O-]
2,17,O=C(c1ccccc1I)N1CCC(Oc2cccnc2)CC1
-40,-2,Cc1noc(C)c1S(=O)(=O)N1CCCc2nc(-c3ccc(Br)cc3)ccc21
12,-12,Cc1ccc(-n2c(SCC(=O)Nc3ccc(S(=O)(=O)Nc4cc(C)nc(C)n4)cc3)nnc2-c2ccc(C(C)(C)C)cc2)cc1
0,-77,CCn1c2c(n(C(C)=O)c1=O)C=C(C(=O)N1CCCC1)C(C)C(c1ccccc1)=C2 (stereo unspecified)
-2,-8,CC(=O)N1C[C@@H](CO)[C@@H]2C[C@H]1c1ccccc1N2C
-11,-5,CCOc1ccc(C(=O)CSc2nnc(SCc3ccc(Cl)cc3)s2)cc1
-31,-2,COc1ccc(OC)c(S(=O)(=O)N2CCC(C(=O)N3CCN(C4CCCCC4)CC3)CC2)c1

Other results:
NCOA2 inhibitor,NR2F2 inh,smiles
-5,20,C[C@@H]1CN([C@@H](C)CO)C(=O)c2cc(NC(=O)Nc3ccc4c(c3)OCO4)ccc2O[C@@H](C)CCCCO[C@@H]1CN(C)CC1CCCCC1
17,-5,CN(C)S(=O)(=O)N(CC(=O)Nc1ccccc1C(F)(F)F)c1ccccc1
-42,2,Cc1cc(N/C(=C\C(=O)c2ccccc2)c2ccccc2)ccc1Br
1,14,Cc1ccc(-c2nnc(SCC(=O)Nc3ccc(Oc4ccccc4)cc3)n2Cc2ccco2)cc1
-10,4,C[C@@H]1C[C@H]2[C@@H](C)C(=O)N3[C@H](c4ccccc4)[C@H](C)C[C@H]3[C@@H](C)C(=O)N2[C@@H]1c1ccccc1
-6,-29,O=C(N[C@H](Cc1ccccc1)C(=O)N(CCC1=CCCCC1)CC1CC1)[C@H]1O[C@@H](n2ccc(=O)[nH]c2=O)[C@H](O)[C@@H]1O
3,7,COc1ccc(OC)c(CN2C(=O)CCCCC2(C)c2nnnn2C2CCCC2)c1 (stereo unspecified)
-47,-44,Cc1ccnc(NC(=O)/C=C/c2ccccc2[N+](=O)[O-])c1
-18,1,CC(C)(C)S(=O)N1C[C@H]2CC(=O)C=C2[C@@H]1CCO (stereo partly specified)
1,-7,CCCCNS(=O)(=O)/C=C/c1cc2c(cc1CNC(=O)OC(C)(C)C)OCO2
2,2,NC(=O)CCC(NS(=O)(=O)c1ccc(Cl)cc1)C(=O)NCc1ccccc1 (stereo unspecified)
1,-3,COC(=O)C[C@H]1CC[C@@H]2[C@@H](COc3ccc(NC(=O)Nc4cccc(C)c4)cc3C(=O)N2C)O1
-9,-8,O=C(NN=Cc1ccccc1C(F)(F)F)c1cc(-c2ccc(Cl)cc2)n[nH]1
-7,-10,CCC(=O)OCCCN1CCC2(CCC(c3ccccc3)CC2)C1=O (stereo unspecified)
-13,-17,O=C(NC1CCCC1)c1ccc(COc2ccccc2)o1
-13,1,C#CCNC(=O)C[C@H]1C[C@@]2(C(=O)OC)C(=C[C@H](C(C)(C)C)O[C@@H]2C)N(Cc2ccccc2)C1=O
5,-28,COC(=O)C[C@@H]1C[C@H]2c3cc(NC(=O)Nc4ccccc4F)ccc3O[C@H]2[C@@H](CO)O1
-4,5,COc1ccc(NC(=O)Nc2ccc3c(c2)C(=O)N([C@H](C)CO)C[C@@H](C)[C@@H](CN(C)Cc2ccc4c(c2)OCO4)OCCCC[C@H](C)O3)cc1
-5,1,N#Cc1ccc(S(=O)(=O)NC(=O)[C@H]2O[C@@H](n3ccc(=O)[nH]c3=O)[C@H](O)[C@@H]2O)cc1
8,4,O=C(c1ccccc1C(F)(F)F)N1CCC(Oc2cccnc2)CC1
25,13,Cc1ccccc1/C=C/C(=O)c1ccc([N+](=O)[O-])o1
13,4,CC(=O)OC12CCCN(C1)/C(=C/c1ccncc1)C2 (stereo unspecified)
12,-5,OC1OC2COC(c3ccccc3)OC2C(O)C1O (stereo unspecified)
12,17,Cc1cccnc1N=O

An excerpt from above in order of molecular weight, falling:
NCOA2 inhibitor,NR2F2 inh,smiles
-5,20,C[C@@H]1CN([C@@H](C)CO)C(=O)c2cc(NC(=O)Nc3ccc4c(c3)OCO4)ccc2O[C@@H](C)CCCCO[C@@H]1CN(C)CC1CCCCC1
10,4,C[C@@H]1CCCCO[C@@H](CN(C)C(=O)NC2CCCCC2)[C@@H](C)CN([C@H](C)CO)C(=O)c2cc(N(C)C)ccc2O1
-5,5,CCOc1ccc(N(CC(=O)Nc2c(C)n(C)n(-c3ccccc3)c2=O)S(=O)(=O)c2ccc(C)c(C)c2)cc1
-40,-2,Cc1noc(C)c1S(=O)(=O)N1CCCc2nc(-c3ccc(Br)cc3)ccc21
-15,-2,O=C(NCc1ccccc1)[C@H]1CCCN1C(=O)[C@H]1CCCN1C(=O)c1ccc(Cl)cc1
-28,15,Cc1ccc(-n2c(SCC(=O)c3ccc(F)cc3)nnc2-c2cnccn2)cc1
8,-17,C=CCN1C(=O)[C@@H](CC(=O)N2CCCCC2)[C@]2(C(=O)OCC)CCCCC/C=C/12
-42,2,Cc1cc(N/C(=C\C(=O)c2ccccc2)c2ccccc2)ccc1Br
12,-3,CCCCc1c(-c2ccccc2OC)ncn1Cc1cc(F)ccc1F
-7,-10,CCC(=O)OCCCN1CCC2(CCC(c3ccccc3)CC2)C1=O (stereo unspecified)
-30,-6,Cc1cc(=O)oc2cc(OCc3c(F)cccc3Cl)ccc12
13,4,CC(=O)OC12CCCN(C1)/C(=C/c1ccncc1)C2 (stereo unspecified)
3,12,Cc1nc2cc[nH]n2c(=O)c1CCc1ccccc1
